# SIRT5 inh: blocks human SIRT5 desuccinylation of peptide | Q9NXA8 | inhibition, % at 15 µM | 1.1% of 330,000 active | Purified SirT5, succinyl-peptide AMC, trypsin-coupled fluorescence | AID 652115; in the data active = inhibition above about 15%
# Target sequence (Q9NXA8 whole entry, looked up): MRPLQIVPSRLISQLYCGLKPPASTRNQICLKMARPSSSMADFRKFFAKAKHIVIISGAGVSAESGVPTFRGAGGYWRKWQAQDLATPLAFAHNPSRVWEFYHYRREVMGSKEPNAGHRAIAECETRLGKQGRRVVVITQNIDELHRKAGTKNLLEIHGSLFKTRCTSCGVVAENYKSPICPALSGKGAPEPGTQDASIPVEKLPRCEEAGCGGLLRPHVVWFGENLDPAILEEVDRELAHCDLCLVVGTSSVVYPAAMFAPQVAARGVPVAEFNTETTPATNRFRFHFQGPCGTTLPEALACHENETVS
# CASP6 VEID inh: blocks human caspase-6 cleavage activity. inhibition, % at 12.5 µM. P55212. purified caspase-6, Z-VEID-R110 cleavage fluorescence. 0.53% of 350,000 active. AID 686996;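 active = mean inhibition across replicates at least about 35%, with every replicate also reaching that limit, limit read from the data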;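 also: 0% = median of neutral control wells and 100% = no fluorescence left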
# Target sequence (P55212 24-179 limits assumed): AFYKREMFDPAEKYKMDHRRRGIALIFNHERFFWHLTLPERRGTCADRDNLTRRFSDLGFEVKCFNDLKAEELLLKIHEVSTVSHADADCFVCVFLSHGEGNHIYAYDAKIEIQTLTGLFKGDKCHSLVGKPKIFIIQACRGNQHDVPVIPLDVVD
# Target sequence (P55212 194-293 limits assumed): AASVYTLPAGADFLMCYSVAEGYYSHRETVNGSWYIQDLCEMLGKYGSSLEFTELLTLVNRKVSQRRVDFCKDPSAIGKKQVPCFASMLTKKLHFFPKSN
# esBAF inh: blocks esBAF chromatin remodeling in mouse ES cells; Bmi1-luciferase knock-in reporter, 24 h; 100% = twice the neutral-well signal; reporter increase, % at 12.5 µM; 2% of 350,000 active; in the data active = activation above about 40%;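 also: 0% = median of the plate's neutral control wells and 100% = double that signal; a rise in the Bmi1 reporter signal indicates esBAF inhibition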
# S100A4 MyoIIA: S100A4-myosin IIA interaction inhibition | P26447 | S100A4/TAMRA-MyoIIA peptide fluorescence polarization | inhibition, % at 10.7 µM | 0.14% of 360,000 active;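 active = mean inhibition of at least 70% across replicates, with every replicate also reaching that level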
# Target sequence (P26447 whole entry, looked up): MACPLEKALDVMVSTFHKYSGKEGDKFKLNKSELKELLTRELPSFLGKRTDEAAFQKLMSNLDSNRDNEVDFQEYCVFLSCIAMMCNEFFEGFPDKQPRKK
#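 Test system – S100A4 monomer (human) · Compound – single-point compound testing · Schedule – 5 min incubation before reading · Probe or stimulus – TAMRA-labelled myosin IIA heavy-chain peptide probe, 5 nM · Benchmarks – neutral control DMSO, positive control TFP · Medium – Calcium-containing HEPES buffer, pH 7.2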
# LGR2 inh: inhibitors of bursicon-induced Drosophila LGR2 receptor cAMP signaling | 0.35% of 380,000 active | AID 720647 | HEK293 LGR2, CRE-luciferase, bursicon-stimulated, 4 h | inhibition, % at 9.99 µM;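 active = drop in luminescence signal, shown as inhibition above about 50% in the replicate tests, limit read from the data, passing the limit was not always enough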;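 also: agonist challenge used bursicon conditioned medium at about half maximal strength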
# Statin myotox sup: suppressors of simvastatin-induced myotoxicity in C2C12 myotubes; ATP luminescence, 48 h; scaled: DMSO 0, geranylgeraniol control 100; AID 602340; rescue of ATP level, % at 7.49 µM; 0.78% of 330,000 active;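 active = mean ATP rescue above about 67%, or every replicate alone reaching that limit, limit read from the data, passing the limit was not always enough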;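 also: myotubes were challenged with 10 µM simvastatin during compound exposure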
# FN deposition inh: fibronectin deposition inhibition; inhibition, % at 12.6 µM; AH1F fibroblasts, Alexa488-fibronectin deposition fluorescence, overnight; 0.086% of 350,000 active;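 active = mean inhibition across replicates of 30% or more, regardless of how many single replicates reach that level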;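 also: positive control wells lacked labelled fibronectin entirely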
#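 Material: AH1F fibroblasts assembling fluorescent fibronectin matrix; amount: 10000 AH1F cells/well; medium: DMEM, 2% serum; reagent: Alexa488-fibronectin, 24 nM final in well; dosing: single compound dose, delivered by pin transfer; incubation: 1 h adhesion, overnight exposure; detection: fluorescence after three HBSS washes, excitation 485 nm, emission 525 nm; measure: fibronectin deposition inhibition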
# * hit, by the source's call; . = not tested or not shown; & = joins results of further samples. A portion of the library. The share of hits here may be higher or lower than overall.
1: Cc1ccc(-n2ncc3c(=O)[nH]c(SCC(=O)N4CCC(C)CC4)nc32)cc1C
2: Cc1noc(C)c1NC(=O)N(C)C[C@@H]1Oc2ccc(NC(=O)Cn3cnnn3)cc2CC(=O)N([C@H](C)CO)C[C@H]1C
3: C[C@H](O)[C@@H]1C(=O)N2CCc3c([nH]c4c(-c5ccccc5)cccc34)[C@@H]2C[C@@H]1N(C)C(=O)/C=C/c1ccccc1
4: COC(=O)/C(C#N)=C/c1c(N2CCN(c3ccccc3)CC2)nc2c(C)cccn2c1=O
5: O=C(N=C1SC2CS(=O)(=O)CC2N1CCc1ccccc1)C1CC1 (stereo not given)
6: Cc1cc(C)c(C)c(S(=O)(=O)N[C@@H](C)C(=O)OCC(=O)NC2CCCC(C)C2C)c1C (stereo not given in full)
7: O=C(O)CC/C(=C/c1cccc(NC(=O)c2ccccc2Cl)c1)c1nc2ccccc2s1
8: COc1ccc(NC(=O)Nc2ccc3c(c2)C(=O)N([C@@H](C)CO)C[C@@H](C)[C@@H](CN(C)S(=O)(=O)c2ccc(C)cc2)OCCCC[C@H](C)O3)cc1
screen / no.,1,2,3,4,5,6,7,8
SIRT5 inh,-2,.,-11,9,-1,1,1,0
CASP6 VEID inh,-4,.,0,2,1,4,21,-3
esBAF inh,0,5,.,6,-2,4,.,0
S100A4 MyoIIA,1,.,2,-4,-3,-1,-4,2
LGR2 inh,-15,11,8,17,-7,-18,-15,8
Statin myotox sup,-5,18,.,8,-4,28,.,.
FN deposition inh,13,-5,8,6,-16,-9,-5,.

# Compound profiles, from the list above. Order of values: SIRT5 inh	CASP6 VEID inh	esBAF inh	S100A4 MyoIIA	LGR2 inh	Statin myotox sup	FN deposition inh
# Shown for C[C@H](O)[C@@H]1C(=O)N2CCc3c([nH]c4c(-c5ccccc5)cccc34)[C@@H]2C[C@@H]1N(C)C(=O)/C=C/c1ccccc1 : -11	0	.	2	8	.	8
# Shown for COC(=O)/C(C#N)=C/c1c(N2CCN(c3ccccc3)CC2)nc2c(C)cccn2c1=O : 9	2	6	-4	17	8	6
# Shown for O=C(N=C1SC2CS(=O)(=O)CC2N1CCc1ccccc1)C1CC1 (stereo not given) : -1	1	-2	-3	-7	-4	-16
# Shown for Cc1ccc(-n2ncc3c(=O)[nH]c(SCC(=O)N4CCC(C)CC4)nc32)cc1C : -2	-4	0	1	-15	-5	13

# Next results:
9: C[C@@H]1CN([C@H](C)CO)C(=O)c2cc(C3=CCCC3)cnc2O[C@H]1CN(C)C(=O)Cc1ccncc1
10: COc1ccc(CNC(=O)Cn2cccc2C(=O)c2ccccc2)cc1
11: CCCCCCCCN1C(=O)[C@@H](CC(=O)N2CCN(C(=O)c3ccco3)CC2)C[C@@]2(C(=O)OC)C1=C[C@H](C(C)(C)C)O[C@@H]2C
12: Fc1ccc(-n2c(-c3cc(C4CC4)[nH]n3)n[nH]c2=S)cc1Cl
13: COCC(=O)Nc1ccc2c(c1)[C@H]1C[C@H](CC(=O)N(C)C)O[C@@H](CO)[C@H]1O2
14: COc1ccc(NC2(c3ccc(Cl)cc3)C(=O)c3ccccc3C2=O)cc1
15: Cn1nc(-c2ccccc2)cc1NC(=O)C1CCCCC1
16: O=C(NCc1ccc2c(c1)OCO2)c1cc(Cl)ccc1Cl
screen / no.,9,10,11,12,13,14,15,16
SIRT5 inh,-3,-1,.,-1,.,.,1,1
CASP6 VEID inh,1,-1,4,1,.,.,2,-1
esBAF inh,2,53*,.,.,3,6,23,4
S100A4 MyoIIA,-28,-3,-2,-2,.,.,-2,4
LGR2 inh,4,-14,2,-15,-15,-1,-22,.
Statin myotox sup,32,11,.,.,2,5,1,16
FN deposition inh,-15,-10,-8,0,-3,.,6,1

17: CCn1c(SC(C)C)nnc1C1CCN(S(=O)(=O)c2ccc(OC)cc2)CC1
18: O=C1OC(c2ccccc2)=C/C1=C/c1cccs1
19: CC(=O)Nc1ccc(Nc2nnc(-c3ccc(C)c(S(N)(=O)=O)c3)c3ccccc23)cc1
20: C[C@@H]1CN([C@H](C)CO)S(=O)(=O)c2ccc(C#Cc3cccc(F)c3)cc2O[C@@H]1CN(C)C(=O)NC1CCCCC1
21: Cc1[nH]n(C(N)=S)c(=O)c1N=Nc1ccccc1C(F)(F)F
22: CCOC(=O)c1c(-c2cc(OC)c(OC)c(OC)c2)csc1N
23: CCN(C(=O)c1cnc(NC(C)C)cc1C(F)(F)F)c1ccc(Cl)cc1Cl
24: C[C@H](CO)N1C[C@H](C)[C@H](CN(C)S(=O)(=O)c2cccs2)Oc2ccc(NS(C)(=O)=O)cc2CC1=O
screen / no.,17,18,19,20,21,22,23,24
SIRT5 inh,.,3,-1,17*,-1,-3,-6,2
CASP6 VEID inh,.,8,10,-1,-2,-1,1,-1
esBAF inh,13,26*,2,3,0,.,-5,2
S100A4 MyoIIA,.,-2,-8,-7,-3,-7,2,8
LGR2 inh,.,-17,3,4,-9,0,10,-7
Statin myotox sup,2,.,16,30,-31,.,8,-10
FN deposition inh,5,0,-2,-7,14,1,-4,-4

25: CCOC(=O)[C@]12CCC=C1N(Cc1ccco1)C(=O)[C@H](CC(=O)NCCCCc1ccccc1)C2
26: CC(C)C#Cc1cnc2c(c1)C(=O)N([C@H](C)CO)C[C@@H](C)[C@@H](CN(C)C(=O)c1cccnc1)O2
27: OCc1cccc(-c2csc(C(O)(c3ccccc3)C(F)(F)F)n2)c1 (stereo not given)
28: O=C(NC(Sc1ccc(Cl)cc1)C(=O)O)c1ccccc1 (stereo not given)
29: Cc1ccc(OCc2ccc(C(=O)NCC3CCCO3)cc2)cc1 (stereo not given)
30: O=C(N/N=C/c1ccc(N2CCOCC2)s1)c1ccccc1Cl
31: CCC(=O)NC[C@@H]1[C@@H](c2ccccc2)[C@H](CO)N1C(=O)C1CC1
32: O=C(O)/C=C/C(=O)Nc1ccccc1-c1ccccc1NC(=O)/C=C/C(=O)O
screen / no.,25,26,27,28,29,30,31,32
SIRT5 inh,2,-3,-1,-3,-1,-4,0,.
CASP6 VEID inh,4,3,4,.,1,1,0,5
esBAF inh,.,6,3,.,.,.,-2,.
S100A4 MyoIIA,-22,-4,2,1,-2,5,-2,-3
LGR2 inh,-9,-26,0,-38,-5,-14,8,3
Statin myotox sup,.,5,9,.,.,.,0,.
FN deposition inh,6,3,-4,.,6,8,-8,9

33: CCN1CCn2c3c(c4cc(Cl)ccc42)CCCC31 (stereo not given)
34: O=C(COC(=O)c1cccc(Br)c1)NC1CCCCCCC1
35: O=C(c1ccccn1)N1CC(=O)N2[C@H](C1)[C@H](c1ccc(-c3cccc(F)c3)cc1)[C@@H]2CO
36: CCc1cccc(NC(=O)CN(c2ccc(C)cc2)S(=O)(=O)c2c(C)noc2C)c1
37: COc1ccc(-c2onc(C)c2-c2ccccc2)c(O)c1
38: S=c1[nH]nc(-c2ccc(Cl)cc2)n1/N=C/C=C/c1ccco1
39: CCN(CC)CCNC(=O)Cn1c(=O)c2cccn2c2ccc(F)cc21
40: O=C(c1cc(-c2cccs2)nc2ccccc12)N1CCN(c2ccccc2)CC1
screen / no.,33,34,35,36,37,38,39,40
SIRT5 inh,.,-2,0,-1,.,3,0,-1
CASP6 VEID inh,.,1,1,-3,.,19,0,1
esBAF inh,-2,-4,.,-2,6,.,2,.
S100A4 MyoIIA,-16,2,2,10,.,-6,-11,-7
LGR2 inh,.,-11,-14,9,.,5,-4,11
Statin myotox sup,-3,14,.,7,13,.,-13,.
FN deposition inh,12,5,.,9,3,-6,-3,.

41: C[C@@H]1CCCCO[C@H](CN(C)C(=O)c2ccncc2)[C@H](C)CN([C@H](C)CO)C(=O)c2cc(N(C)C)ccc2O1
42: CNC[C@@H]1OCCCC[C@@H](C)Oc2ccc(NC(=O)Cc3ccccc3)cc2C(=O)N([C@H](C)CO)C[C@H]1C
43: O=C1C2C3C=CC(CC3)C2C(=O)N1c1ccc(Cl)cc1Cl (stereo not given)
44: CCOc1ccc(C(C)NC(=O)Cc2ccccc2F)cc1OCC (stereo not given)
45: Cc1cccc2nc(CNC(=O)CC3C(=O)NCCN3Cc3cccc(F)c3)cn12 (stereo not given)
46: Cc1cccc(NC(=O)CSc2ccc(-c3ccco3)nn2)c1
47: O=C(C[C@H]1C[C@@H]2c3cc(NC(=O)c4ccc5c(c4)OCO5)ccc3O[C@@H]2[C@@H](CO)O1)NCCc1ccccc1
48: COC(=O)c1ccc2nc3c(cc2c1)[C@@H]1CCN2C(=O)CCC[C@H](C3)[C@H]12
screen / no.,41,42,43,44,45,46,47,48
SIRT5 inh,-4,3,3,-3,-8,.,3,0
CASP6 VEID inh,3,-1,-3,-2,2,.,0,5
esBAF inh,-1,-14,-1,.,6,0,2,24
S100A4 MyoIIA,5,-9,8,5,-2,.,-4,-1
LGR2 inh,12,2,4,0,6,-12,17,2
Statin myotox sup,5,-36,1,.,1,7,6,19
FN deposition inh,.,.,7,-6,-1,.,.,-8

49: O=C(CSc1nnc(-c2cccnc2)o1)Nc1cccc(F)c1
50: CC(C)NC(=O)N(C)C[C@H]1OCCCC[C@H](C)Oc2ccc(NS(=O)(=O)c3ccccc3)cc2C(=O)N([C@H](C)CO)C[C@H]1C
51: C=CCN1C(=O)c2ccc(C(=O)N(C)CC(=O)Nc3ccccc3Cl)cc2C1=O
52: COc1ccc2nc(-n3c(O)c(C4=c5ccccc5=NC4=O)[nH]c3=S)sc2c1
53: C[C@@H]1CN([C@H](C)CO)C(=O)Cc2cc(NS(=O)(=O)c3ccc(F)cc3)ccc2O[C@@H]1CN(C)S(=O)(=O)c1cn(C)cn1
54: COc1ccc(S(=O)(=O)N(C)C[C@H]2OCCCC[C@@H](C)Oc3ccc(NS(C)(=O)=O)cc3C(=O)N([C@@H](C)CO)C[C@@H]2C)cc1
55: C[C@@H]1CN([C@@H](C)CO)S(=O)(=O)c2ccc(-c3ccc(F)cc3)cc2O[C@H]1CN(C)C
56: O=C(NCC[C@@H]1CC[C@H](NS(=O)(=O)c2cccc(F)c2)[C@H](CO)O1)C1CCOCC1
screen / no.,49,50,51,52,53,54,55,56
SIRT5 inh,3,-3&-2,-1,1,-6,10,-5,4
CASP6 VEID inh,0,-2&2,2,3,.,3,-2,-2
esBAF inh,61*,-7&-3,.,.,5,0,-5,2
S100A4 MyoIIA,-2,1&-1,-3,-4,-5,-10,6,-1
LGR2 inh,-6,-2,9,10,4,14,-14,-2
Statin myotox sup,-9,5,.,.,10,.,-31,0
FN deposition inh,-13,-1,3,12,.,.,7,.

57: C[C@H]1CCCCO[C@H](CN(C)Cc2ccccc2)[C@@H](C)CN([C@@H](C)CO)C(=O)c2cc(NS(=O)(=O)c3ccc(Cl)cc3)ccc2O1
58: Cc1noc(C)c1NC(=O)Nc1ccc2c(c1)C(=O)N([C@@H](C)CO)C[C@H](C)[C@@H](CN(C)C(=O)Cc1ccccc1)OCCCC[C@H](C)O2
59: O=C(Nc1ccccc1)c1cccc(NC(=O)c2ccco2)c1
60: C=CCn1c(=O)c(C(=O)NCc2ccc3c(c2)OCO3)c(O)c2cc(OC)c(OC)cc21
61: CN(C)c1ccc(-c2ccnc3c2CC(C)(C(=O)NCCc2ccccc2)O3)cc1 (stereo not given)
62: CCN(c1ccc(NC(=O)CSCc2c(C)noc2C)cc1)C(C)C
63: COc1ccc(C2N3CC4(C)CN2CC(C)(C3)C4O)cc1 (stereo not given)
64: O=C(NCCc1ccc(Cl)cc1)c1cc2ccccn2n1
screen / no.,57,58,59,60,61,62,63,64
SIRT5 inh,2,2,2,-3,-3,-4,-2,-2
CASP6 VEID inh,3,-1,2,-1,3,-46,-3,0
esBAF inh,2,2,.,-3,-6,-4,-3,.
S100A4 MyoIIA,-3,-3,-4,-3,1,-5,4,-8
LGR2 inh,-1,-1,-2,-35,-10,-15,11,-10
Statin myotox sup,.,-8,.,-5,-3,-4,-14,.
FN deposition inh,4,.,-2,1,4,-2,-6,-9

# High-throughput results as filed in PubChem BioAssay.
